# Compound activity: PubChem, Sanford-Burnham Center for Chemical Genomics
# Artemis endo inh: inhibitors of human Artemis endonuclease activity. Q96SD1. recombinant Artemis, quenched FAM hairpin cleavage fluorescence. inhibition, % at 10 µM. actives 0.78% (n = 30,000);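 active means at 10 µM dose, at least 30% inhibition, measured as corrected fluorescence normalized to stimulator and neutral control wells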
# Target sequence (Q96SD1 whole entry, looked up): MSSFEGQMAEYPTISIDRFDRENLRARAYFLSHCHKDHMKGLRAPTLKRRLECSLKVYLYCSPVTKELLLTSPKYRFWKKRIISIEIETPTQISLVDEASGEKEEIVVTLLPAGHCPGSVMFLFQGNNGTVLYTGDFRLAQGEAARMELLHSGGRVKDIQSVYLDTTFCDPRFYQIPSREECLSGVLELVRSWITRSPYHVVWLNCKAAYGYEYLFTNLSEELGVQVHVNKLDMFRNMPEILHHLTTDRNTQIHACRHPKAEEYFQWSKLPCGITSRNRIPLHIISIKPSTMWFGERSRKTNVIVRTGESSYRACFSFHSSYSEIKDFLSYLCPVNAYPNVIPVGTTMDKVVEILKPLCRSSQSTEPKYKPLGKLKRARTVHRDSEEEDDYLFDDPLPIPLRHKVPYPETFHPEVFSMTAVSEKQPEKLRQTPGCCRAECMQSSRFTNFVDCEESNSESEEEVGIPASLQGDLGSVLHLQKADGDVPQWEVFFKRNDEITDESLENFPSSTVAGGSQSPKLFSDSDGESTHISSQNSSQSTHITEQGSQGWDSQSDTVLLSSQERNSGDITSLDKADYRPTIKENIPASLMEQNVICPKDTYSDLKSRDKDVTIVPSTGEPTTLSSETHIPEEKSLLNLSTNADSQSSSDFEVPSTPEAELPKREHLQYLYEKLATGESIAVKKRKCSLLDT
# Starred values were filed as active, the others as inactive.
# Start of the data: the first seven records, to show the layout:
Compound,Artemis endo inh
COC(=O)C(C)NC(=O)C1CCCN1S(=O)(=O)c1cc(C)c(Cl)cc1C (configuration not stated),1.1
CCOC(=O)CNS(=O)(=O)c1cc(-c2nn(C)c(=O)c3ccccc23)ccc1C,0.2
Cc1ccc2oc(-c3cccc(NC(=S)NC(=O)/C=C/c4ccco4)c3)nc2c1,20.4
COc1ccc(CC(=O)NCCN2CCCC2)cc1,8.4
CCN(CC)Cc1c(C(=O)OC(C)C)nnn1-c1nonc1N,-0.9
CCOC(=O)C1=C(C)NC(=O)NC1c1c(C)nn(-c2ccccc2)c1Cl (configuration not stated),-4.3
CCCC(c1nnnn1CC1CCCO1)N1CCN(c2cc(Cl)ccc2C)CC1 (configuration not stated),4.2

# Results, from the start:
Compound,Artemis endo inh
COC(=O)C(C)NC(=O)C1CCCN1S(=O)(=O)c1cc(C)c(Cl)cc1C (configuration not stated),1.1
CCOC(=O)CNS(=O)(=O)c1cc(-c2nn(C)c(=O)c3ccccc23)ccc1C,0.2
Cc1ccc2oc(-c3cccc(NC(=S)NC(=O)/C=C/c4ccco4)c3)nc2c1,20.4
COc1ccc(CC(=O)NCCN2CCCC2)cc1,8.4
CCN(CC)Cc1c(C(=O)OC(C)C)nnn1-c1nonc1N,-0.9
CCOC(=O)C1=C(C)NC(=O)NC1c1c(C)nn(-c2ccccc2)c1Cl (configuration not stated),-4.3
CCCC(c1nnnn1CC1CCCO1)N1CCN(c2cc(Cl)ccc2C)CC1 (configuration not stated),4.2
CCOC(=O)c1c(C)[nH]c(C)c1C(=O)COC(=O)CNC(=O)c1ccc(OCC)cc1,2.4
CC(=O)Nc1ccccc1-c1nn[nH]n1,0.1
Cc1noc(C)c1S(=O)(=O)N1CCC(C(=O)Nc2ccc(OC(F)(F)F)cc2)CC1,-17.3
CCN1CCN(c2ncc(C(=O)N3CCN(c4ccccc4OC)CC3)c3ccccc23)CC1,3.1
O=C(CN(CC1CCCO1)C(=O)CCC(=O)Nc1nccs1)NCC1CCCO1 (configuration not stated),-3.4
O=C(NC1(O)C(=O)c2ccccc2C1=O)c1ccccc1,19.7
Cc1ccc(-c2noc(CCC(=O)N3CCCc4ccccc43)n2)cc1,11.6
CC(C)(C)C(=O)N1CCN(c2c(Cl)cccc2[N+](=O)[O-])CC1,7.3
CCOc1ccc(N(CC(=O)NC2CCCC2)C(=O)CCC(=O)Nc2ccccn2)cc1,8.1
COc1ccc(OC)c(N2C(=O)CC(C(C)c3ccccc3)C2=O)c1 (configuration not stated),-7.2
CCCCn1c(SCC(=O)N2CCCCC2C)nc2cc(S(N)(=O)=O)ccc21 (configuration not stated),5.0
O=C(CSCc1ccccn1)Nc1ccccc1,10.6
Cc1[nH]n(-c2cccc3ccccc23)c(=O)c1/C=N/c1sc2c(c1C#N)CCC2,4.4
COc1ccccc1NC(=O)Cc1noc(CSc2nnc(N)s2)n1,-6.6
Nc1nc2c(s1)C(=O)CC(c1ccccc1)C2 (configuration not stated),4.1
COc1ccc(OC)c(NC(=O)C2C3CC4OC(=O)C2C4C3)c1 (configuration not stated),4.6
CC(CN1CCOCC1)OC(=O)c1cccs1 (configuration not stated),-1.7
COc1ccc(C(=O)COc2ccccc2N2C(=O)C3C4C=CC(C4)C3C2=O)cc1 (configuration not stated),-8.9
Cc1csc(NC(=O)CSc2nnc(C)s2)n1,-8.3
COc1ccc(C2CC2/C(=N/OC(=O)c2cccs2)c2ccccc2)cc1 (configuration not stated),3.0
COC(=O)C(Cc1ccc(OC(=O)c2ccccc2Cl)cc1)N1Cc2ccccc2C1=O (configuration not stated),6.6
Cc1cc(NC(=O)COC(=O)C(Cc2ccccc2)NC(=O)c2ccco2)no1 (configuration not stated),-1.0
COc1ccc2c(c1)c1c3n2CCN(C)C3=NCC1,17.5
CC(=O)c1sc(NC(=O)c2c(F)cccc2F)nc1C,2.1
COc1ccccc1NC(=S)NC(=O)CC(C)C,-7.5
O=C(Nc1cccc(Cl)c1Cl)c1snnc1-c1ccccc1,-1.4
O=C(NCc1ccco1)C1CCN(S(=O)(=O)c2ccc(-n3cnnn3)cc2)CC1,4.7
CCOC(=O)C(C)Sc1nc2c(c(=O)[nH]c(=O)n2C)n1C/C=C(/C)Cl (configuration not stated),-4.8
O=C(NNC(=O)c1cc(-c2ccc(Cl)c(Cl)c2)nc2ccccc12)Nc1ccccc1,13.2
CC1=C(C(=O)OCCOc2ccccc2)C(c2ccc(C)o2)C2=C(CC(C)(C)CC2=O)N1 (configuration not stated),4.4
O=C(NCCCN1CCOCC1)c1ccc(CS(=O)(=O)Cc2ccccc2Cl)o1,9.9
Cn1c(SCC(=O)Nc2ccc3cn[nH]c3c2)nnc1-c1cnccn1,6.7
CCOC(=O)CSc1nc2ccccc2c(=O)n1CC,-0.1
O=c1/c(=C/c2ccco2)sc2n1CN(c1ccccc1)CN=2,-0.3
Cc1cc(SCC(=O)Nc2ccccc2)nc(C)n1,4.8
COc1ccccc1N1CCN(C(=O)C2CCN(S(=O)(=O)N3CCOCC3)CC2)CC1,-3.2
COc1ccccc1CO/N=C/c1cccn1-c1nccc(N(C)C)c1C#N,-0.1
CC1(C)CC(=O)c2c(n(-c3cccc4ccccc34)ccc2=O)C1,4.6
CCCOC(=O)c1ccc(Oc2c(-c3ccc(OC)cc3O)n[nH]c2C)cc1,-7.9
O=C1CC(Cc2ccccc2)C(=O)N1c1ccc(Cl)cn1 (configuration not stated),3.8
COc1ccccc1N1CCN(C(=O)C(C)N(c2ccc(C)c(C)c2)S(C)(=O)=O)CC1 (configuration not stated),-9.3
CCOC(=O)CC1C(=O)NC2CCCCC2N1C(=O)Nc1ccc(Cl)cc1 (configuration not stated),-6.5
CCOC(=O)N1N=C(c2ccccc2)CC1(O)C(F)(F)F (configuration not stated),1.9

# Other results
Compound,Artemis endo inh
O=C(O)CCc1nn2cc(-c3ccccc3)nc2[nH]c1=O,0.8
Cn1c(=O)c2c(nc(NCc3ccccc3)n2CCCc2ccccc2)n(C)c1=O,0.6
CN(C)S(=O)(=O)c1ccc(N2CCCC2)c(C(=O)NCc2ccc(Cl)cc2)c1,4.8
COc1ccc(CCN2C(=O)C3C4CC(C5C(C(=O)N/N=C\c6ccc(Cl)cc6)=NOC45)C3C2=O)cc1OC (configuration not stated),-1.4
CCn1c(SCC(=O)NCc2cccs2)nnc1-c1ccco1,3.5
COc1cccc(NC(=O)NCc2cccn2C)c1,-4.7
CC(=O)c1cc(C#N)c(SCc2ccc(F)cc2)nc1C,-4.9
CC(C)CCNC(=O)C(c1cccnc1)N(CCc1ccccc1)C(=O)Cn1nnc2ccccc21 (configuration not stated),-12.8
O=[N+]([O-])/C(=C\Nc1ccccc1Cl)S(=O)(=O)c1ccccc1,1.3
CN1CCN(c2ccccc2NC(=O)c2ccc(Br)o2)CC1,0.4
Cc1ccccc1Cn1c(-c2cncs2)nc2ccccc21,15.7
O=C(Nc1ccccc1N1CCOCC1)c1cnccn1,7.7
O=C(CN(C(=O)CCC(=O)Nc1nccs1)c1ccc(F)cc1)NCc1ccco1,1.6
CC1CN=C(N(Cc2ccccc2)C(=O)Nc2ccccc2)S1 (configuration not stated),4.7
Cc1ccc(SCc2cc(-c3ccc(Cl)cc3)no2)cc1,-4.9
COc1ccc2c(c1OC)C(=O)N1c3ccccc3C(=O)N(c3ccccc3F)C21 (configuration not stated),-12.9
CCSc1nnc(NC(=O)Cc2ccc(OC)c(OC)c2)s1,-3.0
COc1cccc(OCCCCCCN2CCOCC2)c1,1.1
Cc1cccc(C)c1NC(=O)CSc1nnc(C)n1-c1ccccc1,0.4
C=CCNC(=O)CC(C)C(CCCCC)C(=O)O (configuration not stated),3.4
Nc1c(-c2ccc(Cl)cc2)cnn1C1CCS(=O)(=O)C1 (configuration not stated),-5.0
Cc1ccc(OCC(=O)N/N=C/C=C/c2ccco2)cc1,19.1
O=C(Nc1ccc(Cl)cc1)OCc1cc(-c2ccccc2)on1,-0.6
O=C(CSc1nnc(Cc2cccs2)n1Cc1ccco1)Nc1ccc(Br)cc1,4.3
COC(=O)C1=C(CSc2nnnn2C)NC(=O)NC1c1cc(C)ccc1C (configuration not stated),-0.7

# Two entries picked at random from the list so far, as already listed:
Compound,Artemis endo inh
O=[N+]([O-])/C(=C\Nc1ccccc1Cl)S(=O)(=O)c1ccccc1,1.3
C=CCNC(=O)CC(C)C(CCCCC)C(=O)O (configuration not stated),3.4

# Next entries.
Compound,Artemis endo inh
Cn1nnnc1SCCNS(=O)(=O)c1ccccc1,-2.5
Cc1oc(-c2ccccc2)cc1C(=O)Nc1ccc2ccccc2c1,-3.4
O=C1CCCN1c1ccc(S(=O)(=O)NCCOc2ccccc2)cc1,-9.1
CCOC(=O)c1ccc(NS(=O)(=O)c2cccc3nsnc23)cc1,-8.9
COc1ccccc1-c1nnc(NC(=O)C(C)C)s1,-1.8
CCCCn1c(-c2ccco2)nc2ccccc2c1=O,2.1
O=C(NCC1COc2ccccc2O1)c1cn(Cc2ccc(F)cc2)nn1 (configuration not stated),1.2
Cc1ccc(S(=O)(=O)NCC(=O)N(CC(=O)NC2CCCCC2)Cc2ccco2)cc1,-2.2
CC(=O)Nc1nc(-c2ccccc2)nc(C)c1C(C)=O,4.9
C=CCc1c(C)c(C#N)c2nc3ccccc3n2c1NCCN(C)C,-3.5
Cc1cccc(C)c1NC(=O)/C(C#N)=C/c1cccs1,0.8
Cn1nnnc1SCc1ccc(C(=O)Nc2ccc(Br)cc2)cc1,0.9
CCN(CC)c1ccc(NC(=O)CN2CCN(CC(=O)Nc3ccc(F)cc3)CC2)cc1,-2.0
CC(=O)Oc1cccc(N2C(=O)C3CC=CCC3C2=O)c1 (configuration not stated),3.3
O=C(CSc1ncc(-c2ccc(F)cc2)n1Cc1ccco1)Nc1ccc2c(c1)OCO2,9.8
Cc1cccc(NC(=O)c2ccc3ccccc3n2)c1C,-2.4
O=C(COc1cc(Cl)c(Cl)cc1Cl)NC(=O)NC1CCCC1,5.4
Cc1cc(C)n(C(=O)CNC(=O)c2cccs2)n1,0.6
CCOC(=O)C1=C(C)NC2=C(C(=O)CCC2)C1c1cccs1 (configuration not stated),4.5
Cc1noc(C)c1COC(=O)CCC(=O)c1ccc(F)cc1,-4.8
COc1ccc(C)cc1S(=O)(=O)Nc1cccc(SC)c1,11.3
COc1cc(/C=N/n2cnnc2)ccc1OCc1ccc(C)cc1,-6.2
N#Cc1c(-c2ccccc2)nc2n(-c3ccccc3)nc(C(=O)Nc3ccccc3)n2c1=O,10.1
C=CCn1c(SCc2nc3c(c(=O)[nH]c(=O)n3CCCC)n2CCC)nnc1-c1ccccc1,-15.3
CC(C)(C)n1ncc2c(=O)n(CC(=O)N3CCc4ccccc43)cnc21,2.7

# Following part:
Molecule	Artemis endo inh
Fc1ccccc1CSc1nc2ncc(Br)cc2[nH]1	7.9
Cc1c(NS(C)(=O)=O)c(=O)n(-c2ccccc2)n1C	-4.2
CCOc1ccc2[nH]c(=O)c(CN(Cc3nnnn3CCc3ccccc3)CC3CCCO3)cc2c1 (configuration not stated)	10.6
N#Cc1c(NC(=O)CCC(=O)O)sc2c1CCCC2	0.0
O=C(O)CCC(=O)N1CCN(c2nc3ccccc3s2)CC1	7.2
Cc1csc(NC(=O)c2cc3c(s2)CCCC3)n1	11.0
O=C(CCCCn1c(=O)c2ccccc2n(CC(=O)Nc2cccc(F)c2)c1=O)NCc1ccco1	5.8
CC(C)C(c1nnnn1Cc1ccccc1)N(CCCO)Cc1cc2cc3c(cc2[nH]c1=O)OCO3 (configuration not stated)	-1.4
COc1ccc(OC)c(C(c2nnnn2C(C)(C)C)N2CCc3ccccc3C2)c1 (configuration not stated)	-8.7
Cc1ccc(OCCn2c(C)c(/C=N/n3cnnc3)c3ccccc32)cc1	18.1
O=C(Oc1ccc2ccc(OC(=O)N3CCOCC3)cc2c1)N1CCOCC1	-3.2
Cc1ccccc1Cn1cc(NC(=O)COc2ccccc2)cn1	13.4
CC(=O)C1=C(O)C(=O)N(Cc2ccccc2)C1c1ccccc1F (configuration not stated)	3.5
O=S(=O)(c1cccc(C(F)(F)F)c1)N1CCC(O)(c2cccnc2)CC1	1.3
Cc1ccc(C(c2nnnn2C2CCCC2)N2CCN(c3nc4ccccc4s3)CC2)cc1 (configuration not stated)	6.3
C/C(=N/Oc1nc(C)cc(C)n1)c1ccc(F)cc1	3.6
C=C1CSc2nc(=O)c3c(C)c(C)sc3n21	3.5
CN(c1ccccc1C(N)=O)S(=O)(=O)c1ccccc1	-1.2
CCn1c(=NC(=O)CSC(C)=O)sc2ccccc21	6.5
O=C(Nc1ccc2c(c1)oc1ccccc12)C1CC1	3.3
CC(C)c1nc(=S)n(-c2ccccc2)[nH]1	-2.9
CCc1ccc2oc(-c3cc(N)cc(C)c3O)nc2c1	11.8
O=[n+]1cc(-c2ccccc2)n([O-])c2c1CCC2	1.3
O=C(Oc1ccc(N(Cc2cccs2)C2=NS(=O)(=O)c3ccccc32)cc1)c1ccccc1Cl	10.9
CC(=O)c1cc(-c2ccc(F)cc2)n(CC(=O)NCc2cccs2)c1C	-5.0
CC1CCN(C(c2ccc(N(C)C)cc2)c2nnnn2C(C)(C)C)CC1 (configuration not stated)	-16.2
O=C(O)c1ccccc1C1=Nc2ccc(O)cc2Oc2cc(O)ccc21	-65.1
CC(C)(C)n1nnnc1C(c1cccnc1)N(Cc1ccccc1)Cc1cccs1 (configuration not stated)	4.3
COc1ccccc1-c1n[nH]c(=S)n1-c1ccccc1	-0.7
Nc1c2c(nc3ccn(-c4ccccc4)c(=O)c13)CCCCC2	-2.8

# The closing two entries of the section above are carried over, then new ones follow:
Molecule	Artemis endo inh
COc1ccccc1-c1n[nH]c(=S)n1-c1ccccc1	-0.7
Nc1c2c(nc3ccn(-c4ccccc4)c(=O)c13)CCCCC2	-2.8
COc1ccc(S(=O)(=O)N2CCN(Cc3c[nH]c4ccccc34)CC2)cc1	-17.2
COc1cc([C@@H]2[C@H]3CNCC=C3C(C#N)=C(N)C2(C#N)C#N)ccc1OC(C)C	-3.1
CC1CCc2c(sc(NS(=O)(=O)c3ccccc3)c2C(=O)OC(C)C)C1 (configuration not stated)	16.5
COC(=O)CSc1nnc(-c2ccc(NS(=O)(=O)c3ccccc3)cc2)o1	6.3
COc1ccc(C(=O)NCCn2cc(SCC(=O)Nc3cc(C)on3)c3ccccc32)cc1OC	6.4
O=C(OCCOc1ccc(Br)cc1)c1cnccn1	0.9

# The list is partial; count on the stated rates, not on these rows.
